Compound activity deposited in PubChem by Sanford-Burnham Center for Chemical Genomics.
tim10-1 inh = growth inhibitors of tim10-1 mutant yeast, primary screen, luminescence, uHTS. S. cerevisiae tim10-1 ts strain growth, BacTiter-Glo, 24 h. inhibition, % at 20 µM. hit rate 2.2% among 330,000;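 active = inhibition of at least 40%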;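 note: mutant grown at 25 °C; 0% = DMSO wells with yeast and 100% = wells holding no yeast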
Mdm2 MdmX PPI = inhibitors of human Mdm2-MdmX association, primary screen, cell-based, luminescence, split luciferase, SaOS-2, uHTS; SaOS-2 split-luciferase Mdm2/MdmX complementation; inhibition, % at 8 µM; hit rate 3% among 330,000; Protein Mdm4 (Homo sapiens) + E3 ubiquitin-protein ligase Mdm2 (Homo sapiens), …;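 active = inhibition of at least 50% at 8 µM in the primary screen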
Target sequence (O15151 whole entry, looked up): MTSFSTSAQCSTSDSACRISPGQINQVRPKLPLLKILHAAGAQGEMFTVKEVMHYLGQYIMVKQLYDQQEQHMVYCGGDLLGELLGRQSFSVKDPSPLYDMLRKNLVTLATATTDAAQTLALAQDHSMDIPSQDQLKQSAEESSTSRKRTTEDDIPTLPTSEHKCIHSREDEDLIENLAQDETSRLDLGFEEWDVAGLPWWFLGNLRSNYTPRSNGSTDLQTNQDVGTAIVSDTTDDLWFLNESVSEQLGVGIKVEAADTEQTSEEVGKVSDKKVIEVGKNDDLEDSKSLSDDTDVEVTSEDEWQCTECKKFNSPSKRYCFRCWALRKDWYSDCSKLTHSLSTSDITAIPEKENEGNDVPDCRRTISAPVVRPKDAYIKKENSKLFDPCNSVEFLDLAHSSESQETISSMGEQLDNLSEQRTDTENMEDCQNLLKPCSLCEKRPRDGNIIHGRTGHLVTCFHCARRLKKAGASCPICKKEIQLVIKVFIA
Target sequence (Q00987 whole entry, looked up): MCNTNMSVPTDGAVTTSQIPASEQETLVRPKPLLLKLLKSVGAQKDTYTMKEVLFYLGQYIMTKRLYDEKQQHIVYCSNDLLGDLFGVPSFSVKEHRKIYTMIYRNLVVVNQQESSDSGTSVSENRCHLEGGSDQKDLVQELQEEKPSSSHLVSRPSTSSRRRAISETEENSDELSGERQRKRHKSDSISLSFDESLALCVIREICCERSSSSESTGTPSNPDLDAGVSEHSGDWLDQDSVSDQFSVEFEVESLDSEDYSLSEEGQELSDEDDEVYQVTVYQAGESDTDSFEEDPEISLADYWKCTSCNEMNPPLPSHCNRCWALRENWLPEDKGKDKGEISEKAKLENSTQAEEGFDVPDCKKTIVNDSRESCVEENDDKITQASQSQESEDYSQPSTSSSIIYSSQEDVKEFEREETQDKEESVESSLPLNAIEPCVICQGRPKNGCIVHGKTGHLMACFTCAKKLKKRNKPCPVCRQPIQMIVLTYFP
NALP3 yeast inh = NALP3 inflammasome inhibitors in reconstituted yeast, primary screen, luminescence, uHTS; Yeast reconstituted NLRP3/ASC/caspase-1, beta-gal luminescence, 24 h; inhibition, % at 10 µM; hit rate 0.39% among 330,000;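 active = inhibition of 50% or more; inactive = inhibition below 50%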;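 note: plate controls were induced DMSO wells for no effect and uninduced yeast grown without galactose for full effect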
GRIN3A LBD mod = binders of NR3A ligand-binding domain, primary screen, biophysical, differential scanning fluorimetry, uHTS; Glutamate receptor ionotropic, NMDA 3A (GRIN3A) ligand-binding domain; NR3A LBD differential scanning fluorimetry, Tm shift; 0% = protein alone, 100% = glycine-bound protein; Tm shift relative to glycine control, % at 25 µM; hit rate 2.5% among 340,000;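 active = melting temperature shift of at least 10% of the positive control shift, at one fixed dose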
APJ ag = agonists of human apelin receptor APJ, primary screen, CHO-K1 cells, PathHunter beta-arrestin, luminescence; P35414; 0% DMSO wells, 100% apelin; activation, % at 20 µM; hit rate 0.11% among 330,000; AID 2520, 2010;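 active = activation more than six SD over the plate average, tested at 20 µM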;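 note: 0% = DMSO alone and 100% = apelin-13 at 10 nM; some results filed as inactive read as strong as hits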
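Assay system – PathHunter CHO-K1 APJ (AGTRL-1) beta-arrestin reporter cells · Compound – one dose, 20 µM compound, 1% DMSO · Timing – compound 90 min 25 °C, reagent 1 h · Measured by – luminescence from split beta-galactosidase complementation, Galacton Star/Emerald II substrate · Measure – beta-arrestin recruitment to APJ as agonist activity, luminescent signal · Benchmarks – DMSO vs Apelin-13 10 nM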
tim23-1 inh = growth inhibitors of tim23-1 mutant yeast, primary screen, luminescence, uHTS; inhibition, % at 20 µM; S. cerevisiae tim23-1 growth, BacTiter-Glo luminescence, 24 h; hit rate 1.3% among 330,000;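 active = growth inhibition of the mutant yeast at or above 50%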;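 note: temperature-sensitive mutant grown at 25 °C; plate controls were DMSO-treated mutant yeast for no effect and medium wells lacking yeast for full effect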
TIM10 inh = growth inhibitors of isogenic TIM10 control yeast, primary screen, counter-screen for tim10-1 yeast inhibitor project, luminescence, uHTS; S. cerevisiae TIM10 strain growth, BacTiter-Glo luminescence, 24 h; AID 463195, 2010; hit rate 1.4% among 330,000; inhibition, % at 10 µM;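 active = inhibition of 40% or more at the single tested concentration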;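 note: wild-type TIM10 isogenic control strain grown at permissive 25 °C; 0% = DMSO yeast wells and 100% = minimal medium wells without yeast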
CHOP UPR activ = activators of apoptotic CHOP UPR arm, primary screen, cell-based, CHO-CHOP luciferase reporter, luminescence, uHTS; UPR activation; percent of tunicamycin response over DMSO baseline; activation, % at 10 µM; hit rate 0.34% among 330,000; AID 449763, 2010;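 active = at 10 µM dose, activation of 40% or more, normalized to positive control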;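 note: 100% = tunicamycin at 10 µg/mL and 0% = DMSO alone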
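Test system: CHO-CHOP cells, stable luciferase reporter of PERK-eIF2a-CHOP signalling | Quantity: 500 CHO-CHOP cells per well | Buffer or medium: F12 plus 10% serum | Compound dosing: 10 µM single point, 0.5% DMSO | Schedule: 6 h compound treatment, 37 °C | Signal: Luciferase luminescence | Control set: Tunicamycin high control, DMSO low control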
UPR XBP1 act = activators of adaptive XBP1 UPR arm, primary screen, cell-based, CHO-XBP1 luciferase reporter, luminescence, uHTS; IRE1-XBP1 UPR activation; percent of tunicamycin response, DMSO as zero; hit rate 0.33% among 330,000; activation, % at 20 µM; AID 463104, 2010;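 active = versus positive control, 20 µM dose yields 30% or more activation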;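 note: 100% = tunicamycin at 10 µg/mL and 0% = DMSO only wells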
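assay system = CHO-XBP1 luciferase reporter cells | amount = 1000 cells/well | buffer or medium = F12 plus 10% FBS | compound dosing = single point, 20 µM final compound, 1% DMSO | incubation = 16-18 h cell attachment at 37 °C, then 6 h compound exposure | detection = Steady-Glo luminescence read | controls = tunicamycin 10 µg/mL and vehicle-only wells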
* hit, by the source's call. Rows were taken by chance (roughly 8.2% active in at least one column).

SMILES	tim10-1 inh	Mdm2 MdmX PPI	NALP3 yeast inh	GRIN3A LBD mod	APJ ag	tim23-1 inh	TIM10 inh	CHOP UPR activ	UPR XBP1 act
COCCNC(=O)/C(C#N)=C/c1cccs1	14	16	15	2	-3	5	4	1.1	4
O=S(=O)(NCc1ccccc1Cl)c1ccc(-n2cnnn2)cc1	6	17	26	0	2	4	12	-1.6	1
Cc1cc(NC(=O)CSc2nc3c(sc4ccccc43)c(=O)n2CCCN2CCOCC2)n[nH]1	7	70*	10	1	-2	-7	-11	-2.7	0
CC(Cc1ccccc1)Nc1ncnc2c1ncn2C1OC(CO)C(O)C1O (stereo not given)	9	-25	-1	1	-4	-17	4	-0.1	-2
COc1ccc(NC(=O)CSc2c(C)nn(-c3nnc(C)c(=O)[nH]3)c2C)cc1	-15	5	1	3	-1	0	-7	-6.0	-2
CCCOc1ccc(N2CC(C(=O)Nc3ccc(N4CCOCC4)cc3)CC2=O)cc1 (stereo not given)	2	35	2	-1	-1	6	4	-1.7	4
O=[N+]([O-])c1ccccc1/C=C/c1ccc2ccccc2n1	-4	-211	29	7	1	22	2	6.8	2
Cc1ccc(CN(c2ccc(C(=O)N3CCOCC3)cc2)S(C)(=O)=O)cc1	12	12	-10	-1	2	9	-3	-0.1	-6
CC(=O)c1cccc(NC(=O)COC(=O)CC2CC3CCC2C3)c1 (stereo not given)	-12	15	10	1	-2	41	31	1.7	-3
Cc1cc(Cl)ccc1NC(=S)NCC(C)C	27	1	-2	0	-3	38	4	0.0	-6
O=C(O)C(Cc1ccccc1)N1C(=O)C2CCCCC2C1=O (stereo not given)	-5	-3	0	0	0	0	-8	-2.6	-2
Cc1cc(=O)[nH]c(SCC(=O)NN(c2ccccc2)c2ccccc2)n1	13	-16	-7	-2	-4	8	-4	-0.4	1
COc1ccc(C(C(=O)NCC2CCCO2)N(C(=O)CNC(=O)c2ccco2)c2ccc(C)c(C)c2)cc1OC (stereo not given)	-24	5	-3	-2	-3	2	12	0.7	-2
COc1ccccc1CCNC(=O)CSc1ccc(-c2cccs2)nn1	7	17	-8	-2	-2	11	21	-1.9	1
COC(=O)[C@H](CC(C)C)NS(=O)(=O)N(Cc1ccccc1)[C@@H](CC(C)C)C(=O)OC	23	11	-4	1	-2	33	16	-0.6	-2
CCCn1c(SCC(=O)N2CCc3ccccc32)nnc1-c1ccco1	19	-10	-7	-1	-3	15	5	0.0	1
COc1ccccc1CNC(=O)COC(=O)CCN=C1NS(=O)(=O)c2ccccc21	14	4	21	1	-2	9	-3	-1.6	0
COc1ccc(-c2cc(C(=O)N/N=C/c3ccc4c(c3)OCO4)c3ccccc3n2)c(OC)c1	21	32	12	-3	-6	5	-6	0.5	0
CCOc1ccc2nc(NC(=O)CSc3nc(-c4ccccc4)c(C#N)c(=O)[nH]3)sc2c1	38	7	-7	5	-3	33	23	-0.5	-1
CCN(CC)C(=O)c1ccc(CS(=O)(=O)c2ccc(Br)cc2)cc1	12	4	4	1	-1	27	17	0.6	-7
CCCCc1nc(NCCN2CCOCC2)c(C#N)c2c1COC(C)(C)C2	3	-11	13	-2	2	-11	12	-0.4	-3
Cc1onc(-c2ccccc2)c1C(=O)Nc1nc(-c2ccccc2)cs1	17	-5	27	-16	0	26	4	11	2
CCOC(=O)C1CCN(Cc2nc3ccc([N+](=O)[O-])cc3c(=O)n2-c2ccc(OC)cc2OC)CC1	23	-7	-2	-5	1	24	15	-0.5	-3
CCc1cc(C(=O)O)c(NC(=O)C(c2ccccc2)c2ccccc2)s1	20	11	-13	1	-2	14	3	27	0
CC(=O)c1c(C)[nH]c(C(=O)NCc2cccs2)c1C	13	48	5	2	2	5	-6	1.3	-1
SMILES	tim10-1 inh	Mdm2 MdmX PPI	NALP3 yeast inh	GRIN3A LBD mod	APJ ag	tim23-1 inh	TIM10 inh	CHOP UPR activ	UPR XBP1 act
COc1ccc(CC(=O)Nc2c(C(=O)N3CCN(c4ccccc4OC)CC3)oc3ccccc23)cc1OC	24	19	8	-6	2	29	10	0.8	-6
CCOc1ccc(OCC)c(NC(=O)CCS(=O)(=O)c2ccc(Br)s2)c1	12	3	18	0	2	13	23	-0.4	0
O=C(NCc1ccccc1)C(c1ccc(F)cc1)N(C(=O)c1csnn1)C1CCCC1 (stereo not given)	14	12	3	-1	-1	25	8	0.5	-3
COc1ccc(Nc2ncnc3c2c(C)c(C)n3CCO)cc1	13	-41	3	2	-1	10	-2	3.0	-4
CCO[C@@H]1OC(C(=O)N2CCN(Cc3ccccc3)CC2)=C[C@H](c2ccc(C(F)(F)F)cc2)[C@H]1CCCO	25	11	-1	-3	-5	14	13	0.9	-4
CCN(CC)C(=O)/C(NC(=O)c1ccccc1)=C(/Sc1ncccn1)c1ccccc1	27	0	8	-2	0	32	6	0.5	-3
CC(C)C(=O)Nc1cccc(C(=O)Nc2nnc(C(C)C)s2)c1	5	-52	8	4	0	14	0	2.5	-2
CN(C)c1ccc(NC(=O)C(=O)C2C(=O)Nc3ccccc32)cc1 (stereo not given)	-9	12	12	0	-3	10	30	3.0	-1
NC(=O)C1CCN(c2nc(-c3cc4ccccc4o3)cs2)CC1	18	-42	-10	-1	0	40	15	3.8	6
COc1cc(Cl)c(C)cc1NC(=O)CC1SC(N2CCOCC2)=NC1=O (stereo not given)	4	-8	1	0	-3	-16	1	-1.6	-1
O=C1C(=O)N(c2ccccn2)C(c2ccc(F)cc2)/C1=C(/O)c1ccc(Br)cc1 (stereo not given)	-3	-10	-12	-1	-1	-3	-10	1.7	1
O=C1CS(=O)(=O)c2ccccc2N1	-3	19	2	1	-4	5	-14	-0.3	-1
COc1cc(NC(=O)c2ccc3c(c2)S(=O)(=O)N=C2CCCCCN23)cc(OC)c1	3	12	3	3	-1	20	3	0.3	-1
Nc1ccccc1Nc1cc(-c2ccccc2)nn1-c1cccc(Cl)c1	44*	17	22	11*	0	48	20	2.1	-1
COc1cc(/C=C2\C(=O)NN(c3ccccc3)C2=O)cc([N+](=O)[O-])c1O	-38	10	-62	-21	-6	-2	-21	-2.2	-2
O=C(CCCOc1ccccc1)Nc1cccnc1	9	-10	9	2	1	0	-13	0.4	-1
O=C(/C=C/CCc1ccc2c(c1)OCO2)N1CCCCC1	3	-7	11	-2	-3	17	3	1.5	2
CCOC(=O)C1=C(C)N(CCCC(=O)O)C(=O)NC1c1ccc([N+](=O)[O-])cc1 (stereo not given)	-13	8	-2	-4	0	2	-3	-1.6	-2
CCOc1ccc2[nH]c(C(=O)N/N=C/c3ccccc3OC)cc2c1	0	39	19	-4	0	30	20	1.1	7
COc1ccc(-c2nn(-c3ccccc3)cc2/C=N/N=C(N)N)cc1OC	21	46	19	-1	-1	1	15	2.7	0
O=C(Nc1c2c(nc3ccccc13)CCCC2)c1ccccc1F	25	-42	11	2	-1	14	15	2.0	-3
NS(=O)(=O)c1ccc(NC(=O)CN2CCCC2)cc1	-1	12	5	-2	0	4	6	-0.8	1
O=C(CCNS(=O)(=O)c1cccs1)N1CCN(c2cccc(Cl)c2)CC1	2	-3	12	0	-1	8	12	-0.3	-3
Cc1cccc(Nc2sc(C(=O)c3cc4cc(Cl)ccc4o3)c(N)c2C#N)c1	-2	28	15	3	-5	-11	-1	1.9	0
O=C(OCc1ccccc1)c1cn(-c2ccccc2)nc1-c1ccncc1	38	19	12	3	-4	37	14	2.4	2

Part of the list above, comma-delimited.
Structure,tim10-1 inh,Mdm2 MdmX PPI,NALP3 yeast inh,GRIN3A LBD mod,APJ ag,tim23-1 inh,TIM10 inh,CHOP UPR activ,UPR XBP1 act
COc1ccc(Nc2ncnc3c2c(C)c(C)n3CCO)cc1,13,-41,3,2,-1,10,-2,3.0,-4
CN(C)c1ccc(NC(=O)C(=O)C2C(=O)Nc3ccccc32)cc1 (stereo not given),-9,12,12,0,-3,10,30,3.0,-1

Next section.
SMILES	tim10-1 inh	Mdm2 MdmX PPI	NALP3 yeast inh	GRIN3A LBD mod	APJ ag	tim23-1 inh	TIM10 inh	CHOP UPR activ	UPR XBP1 act
COc1ccc([N+](=O)[O-])cc1/C=N/NC(=O)c1nonc1N	1	20	3	0	3	7	-9	-0.1	0
CCN(c1ccccc1)S(=O)(=O)c1ccc(Cl)c(C(=O)O)c1	12	-9	7	1	-4	1	9	-0.1	1
CC(=O)C1C(=O)CC(C)(O)C(C(C)=O)C1c1ccc(N(C)C)cc1 (stereo not given)	9	-5	10	-4	-1	13	-1	-3.8	0
Cc1ccc(CSc2nc3sc(C)c(C)c3c(=O)n2Cc2ccco2)cc1	21	17	8	3	-4	24	3	-1.3	-5
Cc1ccc(NC(=O)CSc2nnc(C3CC3)n2N)cc1S(=O)(=O)N1CCOCC1	1	-22	4	0	-3	0	6	2.7	-1
CCN(CC)CCNC(=O)c1sc2nc(-c3ccccc3)cn2c1C	-12	17	15	-3	1	-6	0	-0.8	-1
CCc1cccc(C)c1NC(=O)CSc1nc2ccncc2[nH]1	23	12	4	-3	-3	10	5	0.7	-5
CN(C)CCNC(=O)C1(O)c2cc(Br)ccc2NC(=O)N1c1ccc(Cl)cc1 (stereo not given)	-20	18	9	-1	-6	17	8	1.9	7
Cc1c(OCC(=O)NCCN2CCOCC2)ccc2c1oc(=O)c1ccccc12	16	20	11	4	12	9	6	1.8	0
COc1ccc(C(=O)ON=C2CCN(C)CC2)cc1	11	-9	11	-1	-1	1	-11	-2.3	4
Clc1ccc2[nH]c3c(c2c1)CNCC3	8	41	7	-3	-2	15	11	-1.1	5
CCOc1ccc(-c2ccc(SCC(=O)Nc3nnc(C)s3)nn2)cc1	7	-32	4	-1	1	-20	-26	0.7	0
CCOC(=O)c1[nH]c2ccc(F)cc2c1NC(=O)C(C)N1CCc2cc(OC)c(OC)cc2C1 (stereo not given)	27	49	-8	0	-8	13	24	0.3	-3
CN1CCN(C(=O)CN(c2cccc(Cl)c2)S(=O)(=O)c2ccccc2)CC1	-2	-1	-2	-2	-4	14	4	-2.4	3

Arranged by molecular weight (highest first): some entries from above
SMILES	tim10-1 inh	Mdm2 MdmX PPI	NALP3 yeast inh	GRIN3A LBD mod	APJ ag	tim23-1 inh	TIM10 inh	CHOP UPR activ	UPR XBP1 act
CN1CCN(C(=O)CN(c2cccc(Cl)c2)S(=O)(=O)c2ccccc2)CC1	-2	-1	-2	-2	-4	14	4	-2.4	3
CCN(c1ccccc1)S(=O)(=O)c1ccc(Cl)c(C(=O)O)c1	12	-9	7	1	-4	1	9	-0.1	1
CC(=O)C1C(=O)CC(C)(O)C(C(C)=O)C1c1ccc(N(C)C)cc1 (stereo not given)	9	-5	10	-4	-1	13	-1	-3.8	0
